# High-throughput results: PubChem BioAssay, Johns Hopkins Ion Channel Center
# TMEM16A act = activators or potentiators of mouse TMEM16A chloride channel. Q8BHY3. HEK293 TMEM16A/YFP-H148Q/I152L, iodide quench fluorescence; hits give low values. B-score at 10 µM. hit rate 0.3% among 340,000;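 active means fluorescence-ratio B-score plate-corrected deviation score at least 3 library SD below zero, with starting fluorescence score within 5 deviations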;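 further: channel opened by trigger with iodide after compound preincubation; score built on the fluorescence ratio of max minus min over baseline; more negative score means more quench and so TMEM16A activation or potentiation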
# Target sequence (Q8BHY3 whole entry, looked up): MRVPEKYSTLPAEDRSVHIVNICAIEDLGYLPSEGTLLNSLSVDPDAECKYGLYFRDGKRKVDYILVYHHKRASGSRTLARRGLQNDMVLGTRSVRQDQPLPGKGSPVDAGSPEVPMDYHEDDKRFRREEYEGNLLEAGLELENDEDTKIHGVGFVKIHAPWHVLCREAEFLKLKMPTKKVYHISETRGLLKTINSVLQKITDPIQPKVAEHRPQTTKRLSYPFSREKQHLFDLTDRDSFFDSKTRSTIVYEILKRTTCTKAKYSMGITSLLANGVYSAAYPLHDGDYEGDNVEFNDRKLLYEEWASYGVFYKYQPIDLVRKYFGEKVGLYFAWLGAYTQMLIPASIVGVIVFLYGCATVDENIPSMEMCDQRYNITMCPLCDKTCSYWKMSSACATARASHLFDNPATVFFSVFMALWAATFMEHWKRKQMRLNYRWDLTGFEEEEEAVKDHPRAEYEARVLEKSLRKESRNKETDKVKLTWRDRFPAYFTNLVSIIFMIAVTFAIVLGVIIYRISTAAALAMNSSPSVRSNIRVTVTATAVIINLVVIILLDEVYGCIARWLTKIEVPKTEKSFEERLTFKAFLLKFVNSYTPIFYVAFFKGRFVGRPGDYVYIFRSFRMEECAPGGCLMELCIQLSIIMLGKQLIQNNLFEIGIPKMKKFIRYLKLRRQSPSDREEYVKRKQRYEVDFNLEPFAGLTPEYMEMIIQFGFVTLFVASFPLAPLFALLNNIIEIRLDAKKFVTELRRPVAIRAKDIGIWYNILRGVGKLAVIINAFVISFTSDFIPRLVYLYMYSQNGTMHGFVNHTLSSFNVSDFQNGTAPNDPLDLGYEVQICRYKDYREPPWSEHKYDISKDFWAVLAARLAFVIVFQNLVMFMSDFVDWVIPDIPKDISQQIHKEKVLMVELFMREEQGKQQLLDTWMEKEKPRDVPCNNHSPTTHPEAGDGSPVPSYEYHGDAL
# * = called active by the depositor; i = inactive. These rows are one share of the data; count on the stated rates, not on these rows.
SMILES,TMEM16A act
COc1cccc(NC(=O)CN(C)C(=O)c2cc(-c3ccccc3)nc3ccc(C)cc23)c1,i
O=C(NCC1COc2ccccc2O1)c1cc(S(=O)(=O)N2CCOCC2)c(Cl)cc1Cl (centres undefined),i
ClCCn1cnc2c(SCc3ccccc3Cl)ncnc21,i
CCCCn1c(N)c(N(CC(C)C)C(=O)CCNC(=O)c2ccc([N+](=O)[O-])cc2)c(=O)[nH]c1=O,i
O=C(COc1ccc(S(=O)(=O)N2CCCC2)cc1[N+](=O)[O-])N1CCCC1,i
O=C(CSc1ccc(S(=O)(=O)N2CCCC2)cn1)Nc1ccc([N+](=O)[O-])cc1C(F)(F)F,i
COc1cc2cc(CCCOC(=O)c3ccc(C#N)cc3)oc(=O)c2cc1OC,i
CC12CCC(=O)N1C(C(=O)OCC(=O)Nc1ccc(C(F)(F)F)cc1)CS2 (centres undefined),i
Cc1ccc(S(=O)(=O)N2CCC[C@H]2C(=O)NC2CCCCC2)cc1,i
O=C(CCNC(=O)c1ccccc1)NCc1ccccc1F,i
O=C(NCC1CCCCC1)c1cc(S(=O)(=O)N2CCCCC2)ccc1Cl,i
CC(OC(=O)Cc1n[nH]c(=O)c2ccccc12)C(=O)Nc1ccc(S(N)(=O)=O)cc1 (centres undefined),i
COc1ccc(NC(=O)CCCNC(=O)c2ccc(Cl)cc2)cc1S(=O)(=O)N1CCCCC1,i
CCSc1nnc(NC(=O)c2ccc(F)c(S(=O)(=O)N3CCOCC3)c2)s1,i
O=C(N[C@@H]1C/C=C\C[C@@H](CC(=O)N(CCO)Cc2ccccc2)C(=O)N[C@@H](c2ccccc2)COC1=O)OCC1c2ccccc2-c2ccccc21,i
CC(C)C(NC(=O)c1ccc(F)cc1)C(=O)N1CCC1 (centres undefined),i
Fc1ccc(CCNc2ncnc3[nH]ncc23)cc1,i
CC(C)(C)c1ccc(C(=O)NC(=O)CSc2n[nH]c(N)n2)cc1,i
O=C(COC(=O)c1cc(S(=O)(=O)N2CCCC2)ccc1O)Nc1ccccc1Br,i
CC(C)Cn1cnc2c(SCc3ccccn3)nc(N)nc21,i
CC(=O)Nc1ccc(NC(=O)C(C)OC(=O)CC23CC4CC(CC(Br)(C4)C2)C3)cc1 (centres undefined),i
CCN(c1ccccc1)S(=O)(=O)c1cccc(C(=O)NCC2(N(C)C)CCCCC2)c1,i
COc1ccc(N2CCN(C(=O)[C@H](C)N3C(=O)C4CC=CCC4C3=O)CC2)cc1 (some centres undefined),i
COc1cccc(NC(=O)c2ccccc2NC(=O)c2ccncc2)c1,i
CNc1cccnc1C=NNC(N)=S,i
CC(C)(C)OC(=O)N1CCC(NC(=O)c2nc[nH]c2C(=O)N2CCN(C(=O)OC(C)(C)C)CC2)CC1,i
CCN(CC)c1ccc(C(=O)NNC(=O)c2ccc3c(=O)n4c(nc3c2)CCC4)cc1,i
Cc1c(Cc2c(Cl)cccc2Cl)c(=O)ccn1C(C)c1ccccc1 (centres undefined),i
COc1ccc(C2(c3ccc(OC)cc3)NC(=O)N(CC(=O)N3CCOCC3)C2=O)cc1,i
Cc1ccc(OC(=O)CCC(=O)Oc2ccc(C)cc2C)c(C)c1,i
Cn1c(O)c(N=NC(=O)Cc2c[nH]c3ccccc23)c2ccccc21,i
CCN(CC(=O)Nc1ccc2c(c1)OCCO2)C(=O)CCc1ccc(OC)cc1,i
Nc1c(N(CCO)C(=O)C2CCCC2)c(=O)[nH]c(=O)n1Cc1ccccc1,i
CC(=O)c1cccc(OC(=O)Oc2cccc(C(C)=O)c2)c1,i
CCCC1(CCC)NC(=O)N(CC(=O)Nc2ccc(Cl)c(S(=O)(=O)N3CCOCC3)c2)C1=O,i
O=C(Nc1ccccc1)N1CCC(C(=O)N2CCN(Cc3ccccc3)CC2)CC1,i
CCCCn1nc(C(=O)N(C)C2CCCCC2)c2ccccc2c1=O,-30*
COc1cc(OC)c(NC(=O)c2cc3ccccc3cc2O)cc1Cl,i
COCCN(C(=O)COC(=O)Cc1c(C)nc2ccccc2c1C)c1c(N)n(CC(C)C)c(=O)[nH]c1=O,i
O=C(CCNS(=O)(=O)c1ccc(Br)cc1)NC1CCC(O)CC1 (centres undefined),i
O=C(C1Cc2ccccc2CN1S(=O)(=O)c1ccccc1[N+](=O)[O-])N1CCOCC1 (centres undefined),i
Cc1cc(C)c2c(=N)c3ccccc3n(CCCCCCCCn3c4ccccc4c(=N)c4c(C)cc(C)nc43)c2n1,i
COc1ccc(S(=O)(=O)Nc2c(C)nn(C)c2C)cc1Br,i
C=C1CC(Cn2cc(Br)c(=O)[nH]c2=O)(c2ccc(-c3ccccc3)cc2)OC1=O (centres undefined),i
CCCCOP(=O)(OCCCC)C1(C)CC(=O)CC(C)(C)C1 (centres undefined),i
O=C(N[C@@H]1c2ccccc2CC[C@@H]1OCc1ccccc1)c1ccc(C(F)(F)F)cc1,i
COCCN(CC(=O)Nc1cccc(C)c1C)C(=O)Cn1cnc2ccccc2c1=O,i
O=C(COC(=O)CNC(=O)c1ccco1)Nc1ncc(Cl)cc1Cl,i
COc1ccccc1C(=O)COC(=O)c1cccc(-n2cnnn2)c1,i
CN(C(=O)c1ccc(NC(=O)Cc2cccc(NC(=O)C3CCN(C(=O)C4CCCC4)CC3)c2)cc1)C1CCCC1,i
CCSc1cnnc2ccccc12,i
CC1CN(S(=O)(=O)c2ccc(C(=O)Nc3nncs3)cc2)CC(C)O1 (centres undefined),i
O=C1Nc2ccccc2C1=Nc1ccc2[nH]c3ccccc3c2c1,i
CC(NC(=O)COC(=O)C1CC2CCCC(C1)C2=O)c1ccccc1 (centres undefined),i
CC1CCCC(NC(=O)COC(=O)c2n[nH]c3ccccc23)C1C (centres undefined),i
O=C(COC(=O)c1cc(=O)[nH]c2ccccc12)Nc1ccccc1F,i
CN(C)S(=O)(=O)c1cccc(NC(=O)COC(=O)C2CCN(C(=O)c3ccc(F)cc3)CC2)c1,i
CCCn1c(SCC(=O)c2cc(C)n(C3CC3)c2C)n[nH]c1=O,i
C[C@@]12C(=O)N(Cc3ccco3)CC(=O)N1[C@H]1c3ccccc3OC[C@@H]1[C@@H]2c1ccccc1,i
Cc1cc(C)c(C)c(S(=O)(=O)N2CCN(C(=O)c3ccccc3OCc3c(C)noc3C)CC2)c1C,i

# The listing continues.
SMILES,TMEM16A act
COC(=O)Cn1cnc(=O)c(C#N)c1/C=C/N(C)C,i
Cc1csc(=O)n1CC(=O)Nc1ccc(Cl)cc1F,i
O=C(NN(Cc1ccccc1)Cc1ccccc1)c1ccccc1,i
COc1ccc2c(c1)OC[C@H]1[C@H]2N2C(=O)CN(CCc3c[nH]c4ccccc34)C(=O)[C@@]2(C)[C@H]1c1ccccc1,i
Cc1cc(C)cc(NC(=O)COC(=O)COc2ccc(N(C)S(=O)(=O)c3cccs3)cc2)c1,i
Cc1cc(OCC(=O)OCC(=O)N(C)Cc2ccccc2C)ccc1Cl,i
c1ccc(-c2cncnc2)cc1,i
CC(C)n1c(CNC(=O)c2ccccc2F)nnc1SCC(=O)c1ccc(F)cc1,i
COc1ccc(NC(C)=O)cc1S(=O)(=O)NC(Cc1ccccc1)C(=O)NC(C)c1ccccn1 (centres undefined),i
COc1cc(/C=C/C(=O)OCC(=O)NCC2CCCCC2)ccc1O,i
COc1ccc(Cn2c(C)nc3c(c2=O)c2nc4ccccc4nc2n3Cc2ccco2)cc1,i
CC(C)(O)CC[C@@H](O)[C@](C)(O)C1CC[C@@]2(O)C3=CC(=O)[C@]4(O)C[C@@H](O)[C@@H](O)C[C@]4(C)C3CC[C@]12C (some centres undefined),i
COc1cc(C2c3cc4c(cc3OC(NNC(N)=O)C2C)OCO4)cc(OC)c1OC (centres undefined),i
COC(=O)c1sc(S(=O)(=O)N2CC(C)OC(C)C2)c(C(=O)OC)c1C (centres undefined),i
O=C(CSc1ccc(F)cc1)Nc1cccc(S(=O)(=O)N2CCOCC2)c1,i
CC(C)[C@H](CN1CCC[C@H]1CN1C(N)=NC[C@@H]1Cc1ccccc1)N1C[C@@H](Cc2ccccc2)N(CCc2ccc(Cl)c(Cl)c2)C1=N,i
O=C(OC12CC3CC(CC(C3)C1)C2)c1ccc(NCc2cc(O)ccc2O)cc1,i
COc1ccc(C(=O)OCc2c(F)cccc2Cl)cc1S(=O)(=O)N1CCOCC1,i
COc1cccc(NC(=O)CN(C)C(=O)CC(NC(=O)c2ccccc2Cl)c2ccccc2)c1 (centres undefined),i
CC(C)Cn1nc(C(=O)NCc2ccccc2CN2CCCC2)c2ccccc2c1=O,i
COc1ccc(C2CC(=O)Oc3c(C(C)C)ccc(C)c32)cc1 (centres undefined),i
O=c1[nH]c2cc(F)ccc2c2ccc(F)cc12,i
COc1ccc(-c2c(-c3cc(OC)cc(OC)c3)n(C)c3ccc(-c4ccc(N(C)C)nc4)cc23)cc1,i
Cc1ccc(-c2csc3ncn(CC(=O)NCC(c4ccco4)N4CCCC4)c(=O)c23)cc1 (centres undefined),i
Cc1cc(NC(=O)CN(C)CC(=O)Nc2ccc(Cl)cc2)no1,i
CC(=O)OC1CCC2(C)C(CCC3C2CC(=O)C2(C)C3CC(C3CCCC3=O)C2C(C)=O)C1 (centres undefined),i
NS(=O)(=O)c1ccc(NC(=O)CSc2nnc3n2CCCCC3)cc1,i
O=C(CCN1CCN(c2ccccc2)CC1)NNC(=O)Cc1ccc(Br)cc1,i
Cc1ccccc1OCCC(=O)OCC(=O)NCCc1ccc(S(N)(=O)=O)cc1,i
CCOC(=O)C1C(=O)C(=O)N(C2CCCCC2)C1C(=O)OCC (centres undefined),i
CCCCn1nc(C(=O)Nc2cc(C(F)(F)F)ccc2N2CCOCC2)ccc1=O,i
Cc1cccc(S(=O)(=O)Nc2cc(Cl)ccc2N2CCOCC2)c1,i
O=C(C[n+]1ccccc1)N/N=C/c1ccc(Cl)cc1,i
O=C(NCC(=O)N1CCN(S(=O)(=O)c2ccc3c(c2)OCCO3)CC1)c1ccccc1F,i
N#Cc1ccc(OCC(=O)NC(=O)NC2CCS(=O)(=O)C2)cc1 (centres undefined),i
Cc1ccc(S(=O)(=O)NCC(=O)OCCOc2ccc(Br)cc2)cc1,i
Cc1ccc(NC(=O)COC(=O)C2COc3ccccc3O2)cc1 (centres undefined),i
COc1ccc([C@H]2CC(=O)C=C(c3ccccc3OC)C2)cc1OC,i
CCn1c(SCC(=O)N(C)C2CCCCC2)nc2cc(S(N)(=O)=O)ccc21,i
CCOc1ccccc1/C=C/C(=O)N1CCN(C(=O)c2ccco2)CC1,i
O=c1cc(-c2cccc(F)c2)oc2ccccc12,i
Cc1ccc(C(=O)NC(=S)N2CCCCCC2)cc1,i
O=C(CSc1nnnn1C1CC1)N1CCN(c2ccc(O)cc2)CC1,i
CC(=O)c1ccc(NC(=O)COC(=O)c2c[nH]c3ccccc23)cc1,i
CC(OC(=O)c1ccc(NC(=O)CC#N)cc1)C(=O)NCCC1=CCCCC1 (centres undefined),i
Cn1cccc1C(=O)OCC(=O)c1ccc(Br)s1,i
C[C@H](CO)N1C[C@H](C)[C@@H](CN(C)Cc2ccc3c(c2)OCO3)Oc2c(NC(=O)Cc3ccccc3)cccc2C1=O,i
Cc1ccc(F)cc1NC(=O)c1ccc(OCC2CCCO2)cc1 (centres undefined),i
Oc1ccc(Cl)cc1CNC1CCCCC1,i
COc1ccc(C)cc1C1=CC(=O)C[C@H](c2ccc(F)cc2)C1,i
O=C(NCCCCc1ccccc1)c1cccc(NC(=O)C2CCCCC2)c1,i
COc1ccccc1N(C)S(=O)(=O)c1ccc(C(=O)NCC2CCCCC2)cc1,i
COc1ccc(C(CNC(=O)c2ccc(OCc3ccccc3)cc2)N2CCOCC2)cc1 (centres undefined),i
O=C(NN1CCOCC1)c1c(-c2ccccc2)sc2ccccc12,i
CC(C)Cn1cnc2c(SCc3ccccc3Cl)nc(N)nc21,i
C(#Cc1c(-c2ccsc2)sc2ccccc12)c1ccsc1,i
O=C(COc1ccccc1/C=C1\SC(=S)NC1=O)Nc1ccc(F)cc1,i
O=C1SCCN1N=Cc1ccc([N+](=O)[O-])o1,i
CCCCC(CC)COP(=O)(OCC(CC)CCCC)OCC(CC)CCCC (centres undefined),i
Cc1ccc(CNC(=O)c2cc(S(=O)(=O)N3CCCCC3)ccc2N2CCOCC2)cc1,i
CC(C)n1nc(C(=O)Nc2ccc3c(c2)OCO3)c2ccccc2c1=O,i
c1cc(CCCc2ccncc2)ccn1,i
Cc1ccc(NC(=O)COC(=O)Cc2ccccc2)cc1S(=O)(=O)N1CCOCC1,i

# Rewritten as tab-separated lines: entries from further up
structure	TMEM16A act
C[C@H](CO)N1C[C@H](C)[C@@H](CN(C)Cc2ccc3c(c2)OCO3)Oc2c(NC(=O)Cc3ccccc3)cccc2C1=O	i
Cc1ccc(F)cc1NC(=O)c1ccc(OCC2CCCO2)cc1 (centres undefined)	i
Oc1ccc(Cl)cc1CNC1CCCCC1	i
COc1ccc(C)cc1C1=CC(=O)C[C@H](c2ccc(F)cc2)C1	i
O=C(NCCCCc1ccccc1)c1cccc(NC(=O)C2CCCCC2)c1	i
COc1ccccc1N(C)S(=O)(=O)c1ccc(C(=O)NCC2CCCCC2)cc1	i
COc1ccc(C(CNC(=O)c2ccc(OCc3ccccc3)cc2)N2CCOCC2)cc1 (centres undefined)	i
O=C(NN1CCOCC1)c1c(-c2ccccc2)sc2ccccc12	i
CC(C)Cn1cnc2c(SCc3ccccc3Cl)nc(N)nc21	i
C(#Cc1c(-c2ccsc2)sc2ccccc12)c1ccsc1	i
O=C(COc1ccccc1/C=C1\SC(=S)NC1=O)Nc1ccc(F)cc1	i
O=C1SCCN1N=Cc1ccc([N+](=O)[O-])o1	i
CCCCC(CC)COP(=O)(OCC(CC)CCCC)OCC(CC)CCCC (centres undefined)	i
Cc1ccc(CNC(=O)c2cc(S(=O)(=O)N3CCCCC3)ccc2N2CCOCC2)cc1	i
CC(C)n1nc(C(=O)Nc2ccc3c(c2)OCO3)c2ccccc2c1=O	i
c1cc(CCCc2ccncc2)ccn1	i
Cc1ccc(NC(=O)COC(=O)Cc2ccccc2)cc1S(=O)(=O)N1CCOCC1	i
